Compound activity (PubChem)
GPR35 antagonists – inhibition of zaprinast-stimulated GPR35 beta-arrestin translocation – imaging, U2OS, beta-arrestin-GFP, zaprinast agonist, primary screen (AID 2058) | U2OS GPR35 beta-arrestin-GFP translocation imaging, zaprinast antagonism; higher % means a stronger effect | one-dose inhibition, % at 10 µM; IC50 in µM for titrated hits | 290,000 compounds, 0.052% hits;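 active means inhibition of at least 50% with at least 30 cells and total cytoplasm GFP at most 10,000,000; inconclusive means under 30 cells or total GFP of 10,000,000 plus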
NS5 inhibitors – flavivirus cap methylation enzyme inhibition – biochemical, confirmation dose response, primary screen (AID 588689). Dengue-2 NS5 methyltransferase capping enzyme assay, biochemical; higher % means a stronger effect. inhibition, % at 25 µM; hits with a dose series show IC50 in µM. 340,000 compounds, 0.3% hits; in the data active means a potency from the dose series; inconclusive means inhibition above about 29% without an active follow-up result
MgcRacGAP inhibition – MgcRacGAP GTPase-activating activity inhibitors, confirmation, biochemical, ADP Hunter fluorescence | MgcRacGAP-stimulated Rac1 GTP hydrolysis, ADP Hunter fluorescence; higher % means a stronger effect; GST-tagged Rac1 F28L mutant substrate | 340,000 compounds, 0.6% hits | inhibition, % at 30 µM; hits with a dose series show IC50 in µM;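 active means first-screen hits whose inhibition reached a set limit at any dose in the follow-up dose series; inconclusive means inhibition above the set first-screen limit but never retested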;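 further: fluorescence reports GDP produced by GAP-driven GTP hydrolysis; strong numbers were not always called active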
Yfh1-off respiration – mitochondrial function rescue without frataxin homolog – Friedreich's ataxia, plus single-dose screen, dose response (AID 1465) | S. cerevisiae Yfh1-off respiration, WST-1 reduction, 72 h; higher fold induction means a stronger effect | fold induction at 50 µM, or EC50 in µM where a hit was titrated | 220,000 compounds, 0.074% hits;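 active means fold induction of absorbance versus untreated yeast above a set limit, then at least 30% activation at any dose in follow-up; inconclusive means repeats straddling the limit, or above it without dose testing; inactive means fold induction below the set limit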;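 further: activators that raise dye reduction in frataxin-depleted yeast; strong numbers were not always called active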
AID2073 – inhibitors of Mint1-CaV2.2 protein interaction, biochemical, HTRF (AID 2073). HTRF protein-protein interaction, Mint1-CaV2.2; higher % means a stronger effect. inhibition, % at 20 µM, or IC50 in µM where a hit was titrated. 290,000 compounds, 0.19% hits; in the data active means inhibition mostly above about 51%, no sharp cut-off; inconclusive means no clear call, values can overlap the other calls; inactive means mostly below about 53%; further: some results filed as inactive read as strong as hits
SV40 large T antigen – SV40 large T antigen inhibitors, biochemical (AID 1903); SV40 large T antigen ATPase/helicase inhibition assay; higher % means a stronger effect; one-dose inhibition, % at 20 µM; IC50 in µM for titrated hits; 310,000 compounds, 0.39% hits; in the data active means a potency from the dose series; inconclusive means inhibition mostly from about 32% at the one dose, without a potency; inactive means the rest, 99 in 100 with inhibition below about 32%; further: strong numbers were not always called active
NTR1 agonist – NTR1-driven beta-arrestin-GFP spot formation – imaging, U2OS cells, high content, primary screen (AID 493036); P30989; agonist mode; activation, % at 20 µM; 330,000 compounds, 0.17% hits;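 active means activation at or above 40% of the spot to cytoplasm intensity ratio, with at least 20 cells analyzed; inconclusive means wells under 20 cells, flagged as cytotoxic or low count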;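 further: 0% = DMSO without peptide and 100% = 100 nM NTR1 peptide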
Target sequence (P30989 whole entry, looked up): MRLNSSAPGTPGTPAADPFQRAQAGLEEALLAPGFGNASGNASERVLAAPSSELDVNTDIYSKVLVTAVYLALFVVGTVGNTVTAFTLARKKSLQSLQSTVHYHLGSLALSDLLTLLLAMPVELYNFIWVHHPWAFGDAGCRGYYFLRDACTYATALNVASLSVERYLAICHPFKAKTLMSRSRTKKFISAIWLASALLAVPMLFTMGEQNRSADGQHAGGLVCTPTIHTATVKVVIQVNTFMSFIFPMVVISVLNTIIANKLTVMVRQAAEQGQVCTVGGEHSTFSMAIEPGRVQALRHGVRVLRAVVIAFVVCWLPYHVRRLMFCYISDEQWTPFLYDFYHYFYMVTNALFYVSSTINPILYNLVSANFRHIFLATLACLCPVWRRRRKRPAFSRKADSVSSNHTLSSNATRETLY
GPR55 beta-arrestin – selective activators of receptor GPR55 – imaging, U2OS cells, beta-arrestin-GFP redistribution, primary screen (AID 1961); U2OS GPR55 beta-arrestin-GFP redistribution imaging; higher % means a stronger effect; activation, % at 10 µM, or EC50 in µM where a hit was titrated; 290,000 compounds, 0.048% hits;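 active means activation above 40% with more than 50 cells counted in the well; inconclusive means wells holding fewer than 50 cells, flagged as toxic or sparse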;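 further: U2OS osteosarcoma cells stably expressing GPR55 and beta-arrestin-GFP; plate controls were DMSO negative control for no effect and LPI positive control for full effect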
GPR55 antagonists – inhibition of LPI-stimulated GPR55 beta-arrestin translocation – imaging, U2OS, beta-arrestin-GFP, LPI agonist, primary screen (AID 2013); U2OS GPR55 beta-arrestin-GFP translocation imaging, LPI antagonism; higher % means a stronger effect; one-dose inhibition, % at 10 µM; IC50 in µM for titrated hits; 290,000 compounds, 0.13% hits;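 active means spots per cell inhibited over 60%, with over 100 cells counted and total cytoplasm intensity under 500,000; inconclusive means wells with under 100 cells, flagged as likely toxic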;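 further: U2OS cells stably carrying GPR55 and arrestin-GFP stimulated by 5 µM LPI near EC80; imaged beta-arrestin-GFP aggregate spots per cell after agonist stimulation; plate controls were LPI-stimulated DMSO wells for no effect and DMSO wells without LPI for full effect; some results filed as inactive read as strong as hits; confirmed hits need IC50 under 10 µM and bright autofluorescent wells are also inconclusive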
NTR1 agonist cell count 20 µM – further read-out of NTR1 agonist, marked with its call; cell count; measured here: cell count, cytotoxicity flag
NS5 inhibitors pilot replicate – second read-out of NS5 inhibitors, no call of its own (marks repeat the call); inhibition, %; measured here: pilot screen replicate inhibition
Active calls of the source: *. Outcome played no part in choosing rows. Share with any hit: about 1.7%.

What do the screens show for `CCCCC(=O)Nc1nc(C)c(-c2csc(Nc3cc(Cl)ccc3OC)n2)s1`?
GPR35 antagonists: -16%; NS5 inhibitors: -2%; MgcRacGAP inhibition: 0%; Yfh1-off respiration: inactive; AID2073: 5%; SV40 large T antigen: 16%; NTR1 agonist: 13; GPR55 beta-arrestin: -0.1%; GPR55 antagonists: -9%; NTR1 agonist cell count 20 µM: 67

What do the screens show for `Cc1cc(S(=O)(=O)Nc2ccc(C(=O)N3CCN(c4ccccc4O)CC3)cc2)ccc1F`?
GPR35 antagonists: 3%; NS5 inhibitors: -5%; MgcRacGAP inhibition: 1%; AID2073: 15%; SV40 large T antigen: 4%; NTR1 agonist: 2.8; GPR55 beta-arrestin: 0.2%; GPR55 antagonists: 0%; NTR1 agonist cell count 20 µM: 63

How did N#CC(c1ccc(F)cc1)c1ccc(C(=O)c2ccccc2)cc1 (stereo not drawn) do in these assays?
GPR35 antagonists: 14%; NS5 inhibitors: -6%; MgcRacGAP inhibition: 17%; Yfh1-off respiration: inactive; AID2073: -2%; SV40 large T antigen: 5%; NTR1 agonist: 2.0; GPR55 beta-arrestin: -0.1%; GPR55 antagonists: 7%; NTR1 agonist cell count 20 µM: 42

How did CNC(=S)NCc1ccc2[nH]c3c(c2c1)CCCC3 do in these assays?
GPR35 antagonists: 8%; NS5 inhibitors: 2%; MgcRacGAP inhibition: 11%; Yfh1-off respiration: inactive; AID2073: -3%; SV40 large T antigen: 10%; NTR1 agonist: 3.2; GPR55 beta-arrestin: 0.2%; GPR55 antagonists: 9%; NTR1 agonist cell count 20 µM: 30

Results for c1cc2nnnn2nc1N1CCCCCC1 ?
GPR35 antagonists: -7%; NS5 inhibitors: 1%; MgcRacGAP inhibition: 15%; Yfh1-off respiration: inactive; AID2073: 3%; SV40 large T antigen: 5%; NTR1 agonist: -1.1; GPR55 beta-arrestin: 0.3%; GPR55 antagonists: 6%; NTR1 agonist cell count 20 µM: 29

Results for CC(C)(C)NC(=O)NC(=O)CN1CCN(c2ccccc2O)CC1 ?
GPR35 antagonists: 11%; NS5 inhibitors: 3%; MgcRacGAP inhibition: -2%; Yfh1-off respiration: inactive; AID2073: 5%; SV40 large T antigen: 15%; NTR1 agonist: -0.1; GPR55 beta-arrestin: -0.5%; GPR55 antagonists: -5%; NTR1 agonist cell count 20 µM: 60

What do the screens show for `Cc1cc(NC(=O)Nc2cc(Cl)ccc2C)no1`?
GPR35 antagonists: 6%; NS5 inhibitors: -5%; MgcRacGAP inhibition: 5%; Yfh1-off respiration: inactive; AID2073: 8%; SV40 large T antigen: 3%; NTR1 agonist: 3.1; GPR55 beta-arrestin: -0.1%; GPR55 antagonists: 7%; NTR1 agonist cell count 20 µM: 76

How did O=C(NCC1CCCO1)c1ccc(N2C(=O)C3CCCCC3C2=O)cc1 (stereo not drawn) do in these assays?
GPR35 antagonists: 6%; NS5 inhibitors: -13%; MgcRacGAP inhibition: 5%; AID2073: 5%; SV40 large T antigen: 12%; NTR1 agonist: -0.8; GPR55 beta-arrestin: -0.1%; GPR55 antagonists: 5%; NTR1 agonist cell count 20 µM: 49

What do the screens show for `COc1ccc(-c2noc(CCC(=O)NCCc3ccccc3)n2)cc1OC`?
GPR35 antagonists: -1%; NS5 inhibitors: -7%; MgcRacGAP inhibition: 20%; AID2073: 4%; SV40 large T antigen: 18%; NTR1 agonist: 1.0; GPR55 beta-arrestin: -0.1%; GPR55 antagonists: -4%; NTR1 agonist cell count 20 µM: 90

How did Cc1ccc(C(=O)N2CCC(C(=O)c3c(C)cc(C)cc3C)CC2)cc1 do in these assays?
GPR35 antagonists: -18%; NS5 inhibitors: -7%; MgcRacGAP inhibition: 7%; AID2073: 12%; SV40 large T antigen: -2%; NTR1 agonist: 2.2; GPR55 beta-arrestin: -0.1%; GPR55 antagonists: 9%; NTR1 agonist cell count 20 µM: 78

What do the screens show for `CS/C(=N\NC(N)=O)c1ccccc1`?
GPR35 antagonists: 12%; NS5 inhibitors: -5%; MgcRacGAP inhibition: 3%; Yfh1-off respiration: inactive; AID2073: 3%; SV40 large T antigen: 6%; NTR1 agonist: 1.7; GPR55 beta-arrestin: 0.3%; GPR55 antagonists: 5%; NTR1 agonist cell count 20 µM: 49

What do the screens show for `O=C(CCSCCC(=O)NCC1CCCO1)NCC1CCCO1` (stereo not drawn)?
GPR35 antagonists: 12%; NS5 inhibitors: -2%; MgcRacGAP inhibition: 9%; Yfh1-off respiration: inactive; AID2073: -14%; SV40 large T antigen: -3%; NTR1 agonist: 0.9; GPR55 beta-arrestin: 0.2%; GPR55 antagonists: 4%; NTR1 agonist cell count 20 µM: 67

What do the screens show for `CS(=O)(=O)N1CCC(C(=O)Nc2ccccc2Br)CC1`?
GPR35 antagonists: 12%; NS5 inhibitors: 2%; MgcRacGAP inhibition: 8%; AID2073: 5%; SV40 large T antigen: 10%; NTR1 agonist: 0.1; GPR55 beta-arrestin: 0.2%; GPR55 antagonists: -2%; NTR1 agonist cell count 20 µM: 60; NS5 inhibitors pilot replicate: 1.2

How did CCN1C(=O)CC(N2CCC(Nc3ccc(OC)cc3)CC2)C1=O (stereo not drawn) do in these assays?
GPR35 antagonists: 7%; NS5 inhibitors: -3%; MgcRacGAP inhibition: inconclusive; Yfh1-off respiration: inactive; AID2073: -22%; SV40 large T antigen: 58µM*; NTR1 agonist: -0.2; GPR55 beta-arrestin: -0.1%; GPR55 antagonists: 7%; NTR1 agonist cell count 20 µM: 61

Results for CC(=O)O/N=C(/C)c1ncc(C(F)(F)F)cc1N1CCOCC1 ?
GPR35 antagonists: 12%; NS5 inhibitors: 7%; MgcRacGAP inhibition: -7%; Yfh1-off respiration: inactive; AID2073: 6%; SV40 large T antigen: -2%; NTR1 agonist: 2.1; GPR55 beta-arrestin: 0.3%; GPR55 antagonists: 14%; NTR1 agonist cell count 20 µM: 61

How did COc1ccc(-c2cc(C(F)(F)F)nc(SCC(=O)N(C)Cc3cn(C)nc3C)n2)cc1OC do in these assays?
GPR35 antagonists: -9%; NS5 inhibitors: -8%; MgcRacGAP inhibition: 10%; Yfh1-off respiration: inactive; AID2073: 2%; SV40 large T antigen: 4%; NTR1 agonist: 4.5; GPR55 beta-arrestin: -0.2%; GPR55 antagonists: -1%; NTR1 agonist cell count 20 µM: 47

Results for CCOC(=O)CN1C(=O)CN(c2ccc(C)c(C)c2)C1=O ?
GPR35 antagonists: -8%; NS5 inhibitors: -7%; MgcRacGAP inhibition: 3%; Yfh1-off respiration: inactive; AID2073: -5%; SV40 large T antigen: 10%; NTR1 agonist: -0.1; GPR55 beta-arrestin: -0.3%; GPR55 antagonists: 6%; NTR1 agonist cell count 20 µM: 43

How did c1ccc2c(c1)CCOC2CNCCCN1CCCCC1 (stereo not drawn) do in these assays?
GPR35 antagonists: 12%; NS5 inhibitors: 6%; MgcRacGAP inhibition: 10%; Yfh1-off respiration: inactive; AID2073: 6%; SV40 large T antigen: 16%; GPR55 beta-arrestin: 0.4%; GPR55 antagonists: -3%

How did COc1ccc(CCC(=O)Nc2nc3ccccc3[nH]2)cc1 do in these assays?
GPR35 antagonists: -5%; NS5 inhibitors: -2%; MgcRacGAP inhibition: 7%; Yfh1-off respiration: inactive; AID2073: 14%; SV40 large T antigen: 9%; NTR1 agonist: 0.2; GPR55 beta-arrestin: 0.0%; GPR55 antagonists: -4%; NTR1 agonist cell count 20 µM: 57

How did C=CCN1CC(=O)N2C(c3ccccc3)c3[nH]c4ccccc4c3C[C@H]2C1=O (stereo partly drawn) do in these assays?
GPR35 antagonists: 1%; NS5 inhibitors: -7%; MgcRacGAP inhibition: 8%; AID2073: 6%; SV40 large T antigen: 6%; NTR1 agonist: 0.8; GPR55 beta-arrestin: -0.2%; GPR55 antagonists: -10%; NTR1 agonist cell count 20 µM: 89

Results for COc1ccccc1N1CCN(S(=O)(=O)CCNC(=O)C23CC4CC(CC(C4)C2)C3)CC1 ?
GPR35 antagonists: 6%; NS5 inhibitors: -10%; MgcRacGAP inhibition: 9%; AID2073: inconclusive; SV40 large T antigen: 9%; NTR1 agonist: 3.1; GPR55 beta-arrestin: 0.3%; GPR55 antagonists: 8%; NTR1 agonist cell count 20 µM: 43

How did COc1ccccc1C1CC(=O)NC(C)=C1C(=O)OC(C)C (stereo not drawn) do in these assays?
GPR35 antagonists: 4%; NS5 inhibitors: -4%; MgcRacGAP inhibition: 0%; Yfh1-off respiration: inactive; AID2073: 3%; SV40 large T antigen: -6%; NTR1 agonist: 2.4; GPR55 beta-arrestin: 0.5%; GPR55 antagonists: 4%; NTR1 agonist cell count 20 µM: 48

What do the screens show for `COC(=O)Nc1ccc(S(=O)(=O)N2CCCc3cccc(O)c32)cc1`?
GPR35 antagonists: 5%; NS5 inhibitors: -3%; MgcRacGAP inhibition: -3%; Yfh1-off respiration: inactive; AID2073: 4%; SV40 large T antigen: 25%; NTR1 agonist: 1.7; GPR55 beta-arrestin: -0.2%; GPR55 antagonists: -18%; NTR1 agonist cell count 20 µM: 57

Results for O=[N+]([O-])c1cc(-n2cnnn2)ccc1N1CCC(Cc2ccccc2)CC1 ?
GPR35 antagonists: -16%; NS5 inhibitors: 0%; MgcRacGAP inhibition: 1%; Yfh1-off respiration: inactive; AID2073: 11%; SV40 large T antigen: 25%; NTR1 agonist: 8.9; GPR55 beta-arrestin: 0.2%; GPR55 antagonists: -2%; NTR1 agonist cell count 20 µM: 39; NS5 inhibitors pilot replicate: -4.9

Results for CCSc1cnc(-c2ccccc2)n1CC ?
GPR35 antagonists: 8%; NS5 inhibitors: -8%; MgcRacGAP inhibition: 8%; Yfh1-off respiration: inactive; AID2073: 20%; SV40 large T antigen: 13%; NTR1 agonist: 0.2; GPR55 beta-arrestin: -0.3%; GPR55 antagonists: 2%; NTR1 agonist cell count 20 µM: 53
